SMN2 splice enh: qHTS Assay for Enhancers of SMN2 Splice Variant Expression; HEK293 SMN2-luciferase splicing reporter, luminescence, 30-36 h; 210,000 compounds, 2.8% hits; AID 1458, 2008; Potency, µM (series often up to 46.1 µM), inactives show at the highest dose activity change, positive = activation, actives largely listed as activators; further: % of control where 0% means no effect; nearly all actives have a fitted effect of over 55% in size
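qHTS luciferase splicing reporter: luminescence rises when SMN2 exon 7 is included in transfected HEK293 cells. Compound exposure lasted 30-36 h at 37C, with 4.5 mM final sodium butyrate as control, followed by a ONE-Glo read.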
JMJD2E inh: qHTS Assay for Inhibitors of Human Jumonji Domain Containing 2E (JMJD2E) | Lysine-specific demethylase 4E (Homo sapiens), B2RXH2 | JMJD2E catalytic domain, FDH-coupled NADH fluorescence (FDH is formaldehyde dehydrogenase) | Potency, µM (doses to about 57.1 µM), for the others: at the top dose activity change, negative = inhibition, usual class: inhibitors | 230,000 compounds, 1.6% hits; active means well fitted inhibition curve with a large enough effect, not every such curve was filed as active; inconclusive means small, poorly fitted or top-dose-only effect, or another doubt; inactive means no such curve, though single readings can be large or run the other way;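 further: 0% = wells with enzyme and -100% = buffer wells without enzyme; nearly all actives have a fitted effect of over 50% in size; many of its hits are not listed in these tables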
RGS12 GoLoco inh: qHTS Assay for Inhibitors of RGS12 GoLoco Motif Activity (Red Fluorophore). Potency, µM (series often up to 61.6 µM), for the others: top-dose activity, negative = inhibition, usual class: inhibitors. Guanine nucleotide-binding protein G(i) subunit alpha-1 (Homo sapiens), P63096. AID 880, 2007. 230,000 compounds, 0.44% hits. Gai1:RGS12 GoLoco peptide FP, rhodamine, 10 min; active means well fitted inhibition curve with a large enough effect, not every such curve was filed as active; inactive means no such curve, though single readings can be large or run the other way; further: on the % scale 0 is the no-effect control and ±100 the full control effect; nearly all actives have a fitted effect of over 30% in size; many of its hits are not listed in these tables
aGal spleen mod: qHTS Assay for Inhibitors and Activators of Human alpha-Galactosidase From Spleen Homogenate; Potency, µM (highest dose often 80 µM), for inactives: at the top dose activity change, negative = inhibition, actives largely listed as inhibitors; 240,000 compounds, 0.008% hits; human spleen homogenate, 4MU-alpha-Gal fluorescence, 40 min; AID 2107, 2009; Alpha-galactosidase A (Homo sapiens), P06280;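 further: 0% = enzyme with vehicle and -100% = no enzyme basal signal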
Target sequence (P06280 32-429 limits assumed): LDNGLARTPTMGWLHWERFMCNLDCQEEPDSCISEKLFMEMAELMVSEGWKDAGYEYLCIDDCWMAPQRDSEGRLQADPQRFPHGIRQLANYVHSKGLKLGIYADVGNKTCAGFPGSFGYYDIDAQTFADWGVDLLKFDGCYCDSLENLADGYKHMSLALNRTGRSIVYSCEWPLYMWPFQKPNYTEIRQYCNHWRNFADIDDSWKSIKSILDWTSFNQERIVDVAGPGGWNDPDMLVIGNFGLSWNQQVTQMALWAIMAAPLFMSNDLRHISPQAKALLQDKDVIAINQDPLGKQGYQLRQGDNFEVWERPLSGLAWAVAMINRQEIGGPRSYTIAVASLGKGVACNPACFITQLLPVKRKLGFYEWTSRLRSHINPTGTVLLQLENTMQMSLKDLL
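Fluorogenic readout (Ex 365/Em 440 nm) of 4-methylumbelliferone released from 1 mM 4-MU-alpha-galactoside by spleen homogenate, 40 min at 37C, pH 5.0. Data normalized to no-enzyme and enzyme controls; Hill-equation AC50 from compound titrations.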
GAA inh: qHTS Assay for Inhibitors of Human alpha-Glucosidase as a Potential Chaperone Treatment of Pompe Disease; Lysosomal alpha-glucosidase (Homo sapiens), P10253; purified human GAA, 4-MU-alpha-glucoside fluorescence; Potency, µM (highest dose often 76.9 µM), for inactives: at the top dose activity change, negative = inhibition, usual class: inhibitors; 200,000 compounds, 0.005% hits; AID 1466, 2008;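 further: plate controls were uninhibited enzyme wells for no effect and no-enzyme background for full effect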
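Human enzyme at 4 nM with 400 uM 4-methylumbelliferyl-alpha-D-pyranoside, citrate/phosphate buffer pH 5.0, 0.005% Tween-20, 20 min at room temperature. Compounds up to 77 uM. 4-MU fluorescence (Ex 365/Em 440) read after NaOH/glycine stop; AC50 from Hill fit.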
GAA glycogen: qHTS Assay for Inhibitors and Activators of Human alpha-Glucosidase Cleavage of Glycogen. Lysosomal alpha-glucosidase (Homo sapiens), P10253. recombinant GAA, glycogen substrate, Amplex Red glucose oxidase fluorescence. Potency, µM (titrated, usually from 76.4 µM), for the others: at the highest dose activity change, negative = inhibition, usual class: inhibitors. 300,000 compounds, 0.38% hits;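 further: 0% = full enzyme reaction and -100% = no-enzyme basal signal; the screen sought inhibitors and activators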
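Natural-substrate format: glycogen cleavage by 4 nM human enzyme, glucose read by Amplex Red coupling (Ex 573, Em 610 nm). Normalized to enzyme and no-enzyme controls.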
GAA spleen mod: qHTS Assay for Inhibitors and Activators of Human alpha-Glucosidase From Spleen Homogenate; 240,000 compounds, 0.006% hits; Potency, µM (doses to about 79.9 µM), inactives show top-dose activity change, negative = inhibition, most hits filed as inhibitors; human spleen homogenate, 4-MU-alpha-glucoside fluorescence;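 further: 0% = enzyme with vehicle and -100% = no enzyme basal signal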
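Enzyme source: human spleen homogenate, 1 ug/well. Buffer 50 mM citric acid/K phosphate pH 5.0, 0.01% Tween-20. 4-MU-alpha-glucoside 1 mM; 37 C x 40 min; NaOH/glycine stop; fluorescence.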
ALDH1A1 block: qHTS Assay for Inhibitors of Aldehyde Dehydrogenase 1 (ALDH1A1) | Aldehyde dehydrogenase 1A1 (Homo sapiens), P00352 | Purified ALDH1A1, NADH fluorescence, propionaldehyde substrate | Potency, µM (doses to about 75.3 µM), for inactives: at the top dose activity, negative = inhibition, actives largely listed as inhibitors | 220,000 compounds, 7.3% hits | AID 1030, 2008; active means well fitted inhibition curve with a large enough effect, not every such curve was filed as active; inconclusive means small, poorly fitted or top-dose-only effect, or another doubt; inactive means no such curve, though single readings can be large or run the other way;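 further: plate controls were no enzyme wells and a reference inhibitor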
Target sequence (P00352 whole entry, looked up): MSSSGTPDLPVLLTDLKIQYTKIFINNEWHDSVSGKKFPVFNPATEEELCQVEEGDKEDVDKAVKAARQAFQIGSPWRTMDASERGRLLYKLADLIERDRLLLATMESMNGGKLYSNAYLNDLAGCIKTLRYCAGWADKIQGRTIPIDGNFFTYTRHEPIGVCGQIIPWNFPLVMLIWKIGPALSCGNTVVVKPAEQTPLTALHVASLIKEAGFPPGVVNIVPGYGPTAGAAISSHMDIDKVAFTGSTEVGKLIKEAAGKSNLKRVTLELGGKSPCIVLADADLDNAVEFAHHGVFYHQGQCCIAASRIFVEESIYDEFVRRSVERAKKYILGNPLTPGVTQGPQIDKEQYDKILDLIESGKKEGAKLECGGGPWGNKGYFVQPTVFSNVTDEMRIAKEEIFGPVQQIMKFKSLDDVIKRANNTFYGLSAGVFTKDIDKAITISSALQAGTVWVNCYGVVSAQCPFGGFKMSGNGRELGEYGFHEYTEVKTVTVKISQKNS
Numbers without * were called inactive; [ ] = another dose, or the depositor's remark. Unless noted, the call rests on the fitted dose curve; in most records, active means well fitted curve in the direction sought with a large enough effect; inconclusive means small, poorly fitted or top-dose-only effect, or another doubt; inactive means no such curve, though single readings can be large; an effect the other way counts as inactive or inconclusive. Potency means the concentration at half of the fitted maximal effect.

Screening CCCNC(=O)c1nc(C)n(-c2ccc([N+](=O)[O-])cc2)n1 returned SMN2 splice enh -1%, JMJD2E inh 3%, RGS12 GoLoco inh -1%, aGal spleen mod -12%, GAA inh 1%, GAA glycogen -6%, GAA spleen mod 6% and ALDH1A1 block 13%.
Screening O=C(C=C1CCN(c2ncc(C(F)(F)F)cc2Cl)CC1)NNC(=O)Nc1ccc(Cl)cc1 returned SMN2 splice enh -8%, JMJD2E inh -4%, RGS12 GoLoco inh -7%, aGal spleen mod 1%, GAA inh -15%, GAA glycogen 6%, GAA spleen mod 1% and ALDH1A1 block -2%.
CSc1nc(=S)c2[nH]c(=S)[nH]c2[nH]1 was read as JMJD2E inh 11µM*, RGS12 GoLoco inh -27%, aGal spleen mod -8%, GAA inh -9%, GAA glycogen 9%, GAA spleen mod 4% and ALDH1A1 block 1.4µM*.
For COCCn1c(=O)[nH]c2cc(C(=O)NCCc3ccc(S(N)(=O)=O)cc3)ccc2c1=O the results were SMN2 splice enh 14%, JMJD2E inh inconclusive, RGS12 GoLoco inh 3%, aGal spleen mod inconclusive, GAA inh inconclusive, GAA glycogen 0%, GAA spleen mod 18% and ALDH1A1 block inconclusive.
Screening CCOC(=O)c1c(NC(=O)CCN2CCOCC2)sc(C)c1-c1ccccc1 returned JMJD2E inh -10%, RGS12 GoLoco inh -4%, aGal spleen mod -6%, GAA inh -13%, GAA glycogen 3%, GAA spleen mod -2% and ALDH1A1 block inconclusive.
O=C(OCn1nnc2ccccc2c1=O)c1cccs1 was read as SMN2 splice enh -4%, JMJD2E inh 5%, RGS12 GoLoco inh 0%, aGal spleen mod -2%, GAA inh 5%, GAA glycogen 0%, GAA spleen mod -5% and ALDH1A1 block 1%.
`Cc1ccc(CSc2nnc(-c3ccc(S(=O)(=O)N4CCCC4)cc3)o2)cc1` gave SMN2 splice enh -34%[inhibitor], JMJD2E inh 8%, RGS12 GoLoco inh 9%, aGal spleen mod -4%, GAA inh -2%, GAA glycogen -1%, GAA spleen mod -3% and ALDH1A1 block 2%.
O=C(Nc1cccc([N+](=O)[O-])c1)c1ccc(-c2ccccc2)cc1 was read as SMN2 splice enh 2%, JMJD2E inh 5%, RGS12 GoLoco inh 9%, aGal spleen mod 1%, GAA inh -2%, GAA glycogen 7%, GAA spleen mod -17% and ALDH1A1 block 8%.
For CCOc1cc(CNCCc2ccc(S(N)(=O)=O)cc2)ccc1OCC(=O)NC1CCCCC1 the results were SMN2 splice enh -12%, JMJD2E inh 7%, RGS12 GoLoco inh 8%, aGal spleen mod 7%, GAA inh -7%, GAA glycogen 6%, GAA spleen mod 8% and ALDH1A1 block 4%.
Screening O=C(NCCCN1CCCC1=O)c1ccccc1NS(=O)(=O)c1ccc(F)cc1 returned SMN2 splice enh 10%, JMJD2E inh inconclusive, RGS12 GoLoco inh -3%, aGal spleen mod 5%, GAA inh inconclusive, GAA glycogen 7%, GAA spleen mod 2% and ALDH1A1 block inconclusive.
Screening O=C(Nc1nnc(COc2ccc(Cl)cc2)s1)c1ccc([N+](=O)[O-])cc1 returned SMN2 splice enh -11%, JMJD2E inh 5%, RGS12 GoLoco inh 7%, aGal spleen mod -2%, GAA inh 2%, GAA glycogen 2%, GAA spleen mod -8% and ALDH1A1 block 1%.
Screening O=C(COC(=O)/C(=C/c1cccs1)c1cccs1)NCc1ccccc1Cl returned SMN2 splice enh -21%, JMJD2E inh -6%, RGS12 GoLoco inh 0%, aGal spleen mod -15%, GAA inh inconclusive, GAA glycogen -5%, GAA spleen mod 3% and ALDH1A1 block -6%.
For Cc1cccc(Nc2n[nH]c(C)c2[N+](=O)[O-])c1 the results were SMN2 splice enh inconclusive, JMJD2E inh -2%, RGS12 GoLoco inh 2%, aGal spleen mod 1%, GAA inh 1%, GAA glycogen 5%, GAA spleen mod -4% and ALDH1A1 block 0%.
`O=C(c1cc(N2C(=O)C3C4CCC(C4)C3C2=O)ccc1Cl)N1CCN(c2ccccc2F)CC1` (stereo unspecified) gave SMN2 splice enh -45%[inhibitor], JMJD2E inh 5%, RGS12 GoLoco inh -2%, aGal spleen mod -3%, GAA inh -5%, GAA glycogen 13%, GAA spleen mod -4% and ALDH1A1 block -2%.
COc1ccc(CCNC(=O)C2CCN(S(=O)(=O)c3cccs3)CC2)cc1OC was read as SMN2 splice enh -1%, JMJD2E inh 2%, RGS12 GoLoco inh -10%, aGal spleen mod -4%, GAA inh -2%, GAA glycogen -8%, GAA spleen mod -6% and ALDH1A1 block inconclusive.
Screening CCn1c(SCc2ccccc2)nnc1-c1cccs1 returned SMN2 splice enh -8%, JMJD2E inh 11%, RGS12 GoLoco inh -2%, aGal spleen mod -5%, GAA inh 0%, GAA glycogen -4%, GAA spleen mod -2% and ALDH1A1 block 5%.
CN(C)/C=C(\C#N)c1nc2ccccc2[nH]1 was read as SMN2 splice enh 13%, JMJD2E inh -2%, RGS12 GoLoco inh 2%, aGal spleen mod 10%, GAA inh -10%, GAA glycogen 1%, GAA spleen mod 8% and ALDH1A1 block 8%.
`CCOc1ccc(NS(=O)(=O)c2ccc3[nH]cc(C(=O)N(CC)CC)c(=O)c3c2)cc1` gave SMN2 splice enh 3.5µM*, JMJD2E inh inconclusive, RGS12 GoLoco inh 12%, aGal spleen mod -3%, GAA inh -2%, GAA glycogen 6%, GAA spleen mod 2% and ALDH1A1 block inconclusive.
Screening Cc1ccc(OCC(=O)N2CCN(c3nnc(-c4ccccc4)c4ccccc34)CC2)cc1 returned SMN2 splice enh -37%[inhibitor], JMJD2E inh 2%, RGS12 GoLoco inh -4%, aGal spleen mod -3%, GAA inh -3%, GAA glycogen -12%, GAA spleen mod -4% and ALDH1A1 block -5%.
`COc1ccc(OC)c(-n2nnnc2SCC(=O)O)c1` gave SMN2 splice enh 6%, JMJD2E inh 1%, RGS12 GoLoco inh 0%, aGal spleen mod -6%, GAA inh 1%, GAA glycogen 4%, GAA spleen mod 0% and ALDH1A1 block -2%.
CC(C)(C)c1oc(C(=O)O)cc1CN1CCOCC1 was read as JMJD2E inh -1%, RGS12 GoLoco inh -3%, aGal spleen mod 0%, GAA glycogen 7% and GAA spleen mod -4%.
`O=C(c1ccc(-c2nnc(Nc3ccccc3)c3ccccc23)cc1)N1C[C@H]2C[C@H](C1)c1cccc(=O)n1C2` gave SMN2 splice enh -5%, JMJD2E inh -2%, RGS12 GoLoco inh 9%, aGal spleen mod 4%, GAA inh 2%, GAA glycogen 3%, GAA spleen mod -6% and ALDH1A1 block 13%.
`CCOC(=O)c1[nH]c2ccccc2c1NC(=O)c1ccc(Br)o1` gave SMN2 splice enh -60%[inhibitor], JMJD2E inh 1%, RGS12 GoLoco inh 2%, aGal spleen mod 6%, GAA inh -1%, GAA glycogen -6%, GAA spleen mod 1% and ALDH1A1 block -1%.
`COc1cc(/C=C/C(=O)N2c3ccccc3Sc3ccc(C(F)(F)F)cc32)cc(OC)c1OC` gave SMN2 splice enh -12%, JMJD2E inh -6%, RGS12 GoLoco inh 5%, aGal spleen mod 0%, GAA inh -13%, GAA glycogen -4%, GAA spleen mod -7% and ALDH1A1 block 1%.
`Cc1ccc(C)c(NC(=O)C(Sc2nncn2C)c2ccccc2)c1` (stereo unspecified) gave SMN2 splice enh -1%, JMJD2E inh -4%, RGS12 GoLoco inh 0%, aGal spleen mod 2%, GAA inh -9%, GAA glycogen 5%, GAA spleen mod 0% and ALDH1A1 block inconclusive.
For Cc1ccc(N)c(C(=O)CCCCC(=O)O)c1 the results were SMN2 splice enh 1%, JMJD2E inh -6%, RGS12 GoLoco inh -16%, aGal spleen mod -3%, GAA inh -3%, GAA glycogen -15%, GAA spleen mod 6% and ALDH1A1 block -11%.
For O=C(COC(=O)c1ccccc1O)Nc1ccc(S(=O)(=O)N2CCCCC2)cc1 the results were SMN2 splice enh 15%, JMJD2E inh inconclusive, RGS12 GoLoco inh 9%, aGal spleen mod -2%, GAA inh -9%, GAA glycogen -1%, GAA spleen mod -3% and ALDH1A1 block -8%.
`Cc1ccc(NC(=O)c2ccc3c(c2)C(=O)N(Cc2cccnc2)C3=O)c(C)c1` gave SMN2 splice enh -11%, JMJD2E inh inconclusive, RGS12 GoLoco inh 15%, aGal spleen mod 3%, GAA inh -4%, GAA glycogen 5%, GAA spleen mod 5% and ALDH1A1 block 0%.
O=C(NCc1ccco1)c1csc(Nc2ccccc2Cl)n1 was read as SMN2 splice enh 7%, JMJD2E inh 0%, RGS12 GoLoco inh -5%, aGal spleen mod -5%, GAA inh -7%, GAA glycogen -5%, GAA spleen mod -14% and ALDH1A1 block inconclusive.
`CC1Cc2ccccc2N1C(=O)CSc1nncn1C` (stereo unspecified) gave SMN2 splice enh 16%, JMJD2E inh -1%, RGS12 GoLoco inh 2%, aGal spleen mod -16%, GAA inh -5%, GAA glycogen 8%, GAA spleen mod 1% and ALDH1A1 block 1%.

Structural class: the entries above with a CF3 group (2)
Screening O=C(C=C1CCN(c2ncc(C(F)(F)F)cc2Cl)CC1)NNC(=O)Nc1ccc(Cl)cc1 returned SMN2 splice enh -8%, JMJD2E inh -4%, RGS12 GoLoco inh -7%, aGal spleen mod 1%, GAA inh -15%, GAA glycogen 6%, GAA spleen mod 1% and ALDH1A1 block -2%.
`COc1cc(/C=C/C(=O)N2c3ccccc3Sc3ccc(C(F)(F)F)cc32)cc(OC)c1OC` gave SMN2 splice enh -12%, JMJD2E inh -6%, RGS12 GoLoco inh 5%, aGal spleen mod 0%, GAA inh -13%, GAA glycogen -4%, GAA spleen mod -7% and ALDH1A1 block 1%.

Screening results (PubChem BioAssay)

This is a subset; rates above refer to the full screens.
